# A-T KAP1 phos: candidate therapy for ataxia-telangiectasia. […] A-T fibroblasts, KAP-1 phosphorylation AlphaLISA; neocarzinostatin DNA damage 30 min before lysis. AID 485349. 320,000 tested, 0.19% active. Potency, µM (titrated, usually from 57.5 µM), for inactives: top-dose activation, usual class: activators; also: potency is read from the fitted curve at half-maximal effect; % of control where 0% means no effect; nearly all actives have a fitted effect of over 45% in size
#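 ATM-like activity read as KAP-1 phosphorylation via AlphaLISA donor/acceptor antibody pairs after lysis and 6 hr at 25C. Cells were ATM-null patient fibroblasts ([…], hTERT), dosed 60 min, then exposed to the DSB inducer NCS for 30 min.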
# TRPV1 ag: activates the human vanilloid receptor TRPV1; TRPV1-expressing cells, Fluo-8 calcium influx, agonist mode; activation, % at 8.33 µM; 320,000 tested, 0.19% active; in the data active = activation above about 80%; inconclusive = between about 30% and that limit; also: 0% is about no effect
#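 Cells expressing TRPV1 were dye-loaded with Fluo-8 and read kinetically: 10 s baseline, 3 min after compound (agonist portion), then 2 min after EC20 capsaicin (allosteric enhancer portion). Calcium-bound dye fluorescence at 480/520 nm.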
# B2AR arrestin: agonists driving beta-arrestin recruitment to human beta2-adrenergic receptor. Potency, µM (titrated, usually from 46.1 µM), without a hit: top-dose activation, usual class: activators. beta-arrestin recruitment to beta2AR, cell-based reporter. AID 492947. P07550. 330,000 tested, 0.02% active;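 also: potency is read from the fitted curve at half-maximal effect; 0% = DMSO controls and full agonism = EC100 isoproterenol or metaproterenol; nearly all actives have a fitted effect of over 65% in size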
# Target sequence (P07550 whole entry, looked up): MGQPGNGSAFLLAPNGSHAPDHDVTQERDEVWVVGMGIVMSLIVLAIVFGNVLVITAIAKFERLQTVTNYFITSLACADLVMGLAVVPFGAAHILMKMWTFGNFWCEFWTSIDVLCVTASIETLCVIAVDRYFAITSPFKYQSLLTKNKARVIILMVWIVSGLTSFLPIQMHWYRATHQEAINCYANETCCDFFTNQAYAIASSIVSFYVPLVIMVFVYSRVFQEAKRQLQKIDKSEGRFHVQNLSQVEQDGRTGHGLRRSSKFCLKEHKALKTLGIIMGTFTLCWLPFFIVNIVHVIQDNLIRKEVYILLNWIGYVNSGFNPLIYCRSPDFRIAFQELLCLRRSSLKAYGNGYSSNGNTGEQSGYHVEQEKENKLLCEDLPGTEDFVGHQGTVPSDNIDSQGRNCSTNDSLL
# p53 reactivator: restores transcriptional activity of mutant p53; H1299 p53-A138V BP100-luciferase reporter, luminescence, 24 h; Potency, µM (titrated, usually from 92.2 µM), inactives show at the top dose activity change, positive = activation, most hits filed as activators; 320,000 tested, 0.063% active; also: potency is read from the fitted curve at half-maximal effect; % of control where 0% means no effect; nearly all actives have a fitted effect of over 45% in size
#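 p53-null H1299 cells stably carrying temperature-sensitive p53-A138V and a BP100-luciferase reporter were pinned with compounds (4-point, 1:5 series) and held 24 hrs at 37 deg C. Luminescence was read 10 min after detection reagent.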
# CXXC DNA block: MLL CXXC-DNA interaction inhibition; MLL-CXXC / FITC-HOXA9 DNA fluorescence polarization; Potency, µM (titrated, usually from 115 µM), for the others: top-dose activity change, negative = inhibition, hits mostly inhibitors; AID 2662; Q03164; 290,000 tested, 0.037% active; active = well fitted inhibition curve with a large enough effect in the polarisation, with a control signal flat, not every such curve was filed as active; inconclusive = small, poorly fitted or top-dose-only effect, or effect the other way, or a change in a side signal; inactive = no such curve, though single readings can be large or run the other way; the % refers to the polarisation; also: potency is read from the fitted curve at half-maximal effect
#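 Steps: dispense CXXC domain solution (7 uM) → pin compounds or unlabeled HOX-A9 DNA control → 5 min ambient → add FLSN-HOX-A9 solution (50 nM) → spin → 30 min ambient → fluorescence polarization. Tris pH 7.5/NaCl/DTT/BSA buffer.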
# TCR act: activates T cell receptor signaling | primary human leukocytes, anti-CD3, IL-2 HTRF, 48 h | Potency, µM (top dose mostly 9.22 µM), for the others: at the highest dose activation of IL-2 secretion, most hits filed as activators | 330,000 tested, under 10 active | AID 504894; also: % of control where 0% means no effect
#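 Activity was scored as IL-2 release from primary human leukocytes given only a TCR signal (a-CD3 beads) plus compound for 48 hr. Detection used a two-antibody HTRF format read at 665nm.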
# TSG101-PTAP inh: blocks PTAP/TSG101 interaction to inhibit HIV-1 budding. Q99816. AID 493005. 340,000 tested, under 10 active. Fluorescence polarization, FITC-PTAP peptide / Tsg101 binding. Potency, µM (titrated, usually from 115 µM), inactives show at the top dose activity change, negative = inhibition, usual class: inhibitors; active = well fitted inhibition curve with a large enough effect in the main read-out, with a control signal flat, not every such curve was filed as active; inconclusive = small, poorly fitted or top-dose-only effect, or effect the other way, or a change in a side signal; inactive = no such curve, though single readings can be large or run the other way; also: potency is read from the fitted curve at half-maximal effect; % of control where 0% means no effect
# Target sequence (Q99816 whole entry, looked up): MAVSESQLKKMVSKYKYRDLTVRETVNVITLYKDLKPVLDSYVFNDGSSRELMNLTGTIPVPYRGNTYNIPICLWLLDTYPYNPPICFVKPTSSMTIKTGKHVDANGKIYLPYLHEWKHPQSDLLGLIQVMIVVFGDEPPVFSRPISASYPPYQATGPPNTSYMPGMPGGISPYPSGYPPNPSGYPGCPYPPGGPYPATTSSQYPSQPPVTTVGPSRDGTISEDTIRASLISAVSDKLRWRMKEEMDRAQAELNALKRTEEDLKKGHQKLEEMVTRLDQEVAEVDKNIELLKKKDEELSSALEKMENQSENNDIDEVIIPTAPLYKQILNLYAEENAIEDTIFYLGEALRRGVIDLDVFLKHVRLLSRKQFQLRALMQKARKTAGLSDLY
#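 Fluorescence polarization binding of Tsg101 binding domain (10 uM final) to FITC-labeled PTAP peptide (50 nM final) in HEPES pH 7.5 buffer with NaCl, Tween 20, EDTA, TCEP. Compounds added before peptide; binding 20 min at RT.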
# BRCA1 expr up: BRCA1 expression activation; MCF7-BRCA1-FFLuc reporter, luminescence, 48 h; response scale: scaled: vehicle 0%, 10 µM genistein 100%; Potency, µM (titrated, usually from 46.1 µM), inactives show at the top dose activation, actives largely listed as activators; 380,000 tested, 1.1% active; also: potency is read from the fitted curve at half-maximal effect; nearly all actives have a fitted effect of over 80% in size; some results filed as inactive show a strong effect at the top dose
#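 Luminescence from a BRCA1-driven firefly luciferase in MCF7 cells was the read-out, taken 15 min after substrate addition following 48 h compound exposure at 37 °C. Data were normalized to a 10 microM genistein control and DMSO vehicle.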
# a7 integrin act: activators of alpha7 integrin expression for muscular dystrophy; alpha7betagal myoblasts, beta-gal FDG fluorescence, 48 h; Potency, µM (titrated, usually from 38.3 µM), for inactives: at the highest dose activation, most hits filed as activators; 350,000 tested, 0.064% active;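 also: potency is read from the fitted curve at half-maximal effect; 100% = response of the positive control SU9516; nearly all actives have a fitted effect of over 60% in size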
#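 Alpha7betagal+/- myoblasts (passage 13) were plated 16-24 hr, then exposed to compounds (1:260 dilution of DMSO stock) for 48 hours at 37C. After MPER lysis, β-galactosidase reporter activity was read as FDG fluorescence (ex 480/em 540) after 30 minutes.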
# ELG1 repair inh: inhibitors of ELG1-dependent DNA repair in HEK293T cells; HEK293T ELG1-luciferase reporter, luminescence, 16 h; DNA damage induced by 5-fluorouridine; Potency, µM (doses to about 46.1 µM), inactives show at the highest dose activity change, negative = inhibition, most hits filed as inhibitors; 330,000 tested, 2.3% active; also: potency is read from the fitted curve at half-maximal effect; % is scaled to controls: 0 for no effect and ±100 for the full control effect; nearly all actives have a fitted effect of over 55% in size
#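 HEK293T cells expressing luciferase-tagged ELG1 (2,000/well) received 5-Fluorouridine plus compound or DMSO for 16 hr at 37 °C. Luciferase was read by ONE-Glo luminescence after 30 min at room temperature.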
# * marks the source's active call; other numbers are inactive results; ? = inconclusive; · = not tested or not shown; [ ] = another dose, or the depositor's remark. Unless noted, calls follow the shape of the dose curve; as a rule, active = well fitted curve in the direction sought with a large enough effect; inconclusive = small, poorly fitted or top-dose-only effect, or another doubt; inactive = no such curve, though single readings can be large; an effect the other way counts as inactive or inconclusive.
SMILES,A-T KAP1 phos,TRPV1 ag,B2AR arrestin,p53 reactivator,CXXC DNA block,TCR act,TSG101-PTAP inh,BRCA1 expr up,a7 integrin act,ELG1 repair inh
COc1ccc(S(=O)(=O)Nc2cccc(SC)c2)cc1C(=O)N1CCOCC1,-5%,1,-0.2%,-2%,3%,1%,-3%,-19%,11%,11%
CCOC(=O)c1nnn(-c2nonc2-n2cccc2)c1CN1CCOCC1,15%,-3,0.2%,-3%,3%,·,-4%,3%,-10%[7.66 µM],14%
COc1ccc(OCC(=O)OCC(=O)NCc2ccco2)cc1,3%,0,0.1%,1%,-5%,4%,-5%,-19%,-4%,10%
CCC(C(=O)NC(C)(C)C)N(C(=O)Cn1nnc(-c2ccccc2F)n1)c1cnc2ccccc2c1 (stereo not given),-1%,24,-0.1%,-6%,-1%,8%,-1%,-1%,-3%,0%
CCOc1ccc(-n2cnnn2)cc1S(=O)(=O)N1CCC(C)CC1C (stereo not given),1%,2,-0.1%,-7%,4%,-3%,-4%,-13%,1%,-12%
CCC(C(=O)NCc1cccnc1)n1nc(C)n2c(cc3occc32)c1=O (stereo not given),3%,3,-0.2%,-3%,1%,-9%,-1%,-1%,41%,18%
Oc1ccc(/C=C/c2ccc3cccc(O)c3n2)cc1Br,16%,9,0.4%,?,?,3%,1%,?,0%,?
CCCCCCCCCCOC(=O)Cn1c(COc2ccc(C)cc2)[n+](C)c2ccccc21,-9%,-4,-0.6%,-5%,110%[activator],3%,-3%,-91%,-70%[inhibitor],?
CCCCCCCCCCCCCCCC(=O)NCCc1c[nH]c2ccccc12,·,-1,0.8%,-2%,7%,6%,-3%,-5%,-6%,-12%
CC(Oc1ccc2c(-c3ccccc3)cc(=O)oc2c1)C(=O)NCCCn1ccnc1 (stereo not given),0%,5,0.4%,·,5%,-2%,-1%,-16%,-40%,4%
Nc1cc(Cl)nc(N/N=C/c2ccc([N+](=O)[O-])cc2)n1,-13%,-1,3.9%,5%,11%,-2%,-2%,22%,2%,-4%
O=C(CN(Cc1ccccc1Cl)C(=O)CN1C(=O)CSc2ccccc21)NC1CC1,11%,5,-0.9%,-5%,-1%,3%,-2%,-13%,-111%[inhibitor],-28%
O=S(=O)(NOCc1ccc(Cl)cc1)c1ccc(Cl)cc1,-12%,12,0.3%,2%,?,-1%,0%,-7%,2%,-2%
COCCn1c(-c2ccc(OC(F)(F)C(F)C(F)(F)F)cc2)nc2c1c(=O)[nH]c(=O)n2CC(C)C (stereo not given),·,23,0.1%,-3%,21%,-2%,-6%,-50%,-39%,?
O=C(O)CC(SCC(=O)Nc1ccccc1)C(=O)O (stereo not given),1%,3,-0.2%,6%,22%,2%,4%,1%,-23%,2%
C=CCn1c(=N)n(CC(=O)OCC)c2ccccc21,-5%,0,0.2%,16%,-1%,3%,0%,-6%,12%,2%
COc1ccccc1N1C(=O)c2ccc(C(=O)Nc3nccs3)cc2C1=O,-2%,-2,-1.2%,5%,-6%,1%,-3%,25%,17%,0%
Cc1ccccc1CN(c1ccc(C(=O)NCc2ccccn2)cc1)S(C)(=O)=O,4%,3,0.0%,-6%,-9%,-5%,-5%,4%,12%,-9%
CCn1nnc(-c2ccc(N)cc2)n1,4%,1,-0.2%,-7%,4%,3%,-6%,50%,0%,?
Cc1cccc(NC(=O)NNC(=O)c2c(Cl)c(C)nn2C)c1,0%,0,-0.7%,-6%,9%,1%[46.1 µM],-5%,-19%,6%,-6%
CCOC(=O)c1cc(-c2csc(N/N=C/c3ccccc3Cl)n2)on1,-13%,·,-0.7%,0%,-5%,3%,0%,8%,23%,2%
Cn1c(=O)c2cc(S(=O)(=O)NCCC(=O)NCC3CCCO3)ccc2n(C)c1=O (stereo not given),-5%,-2,0.3%,-7%,15%,-1%,0%,-8%,-26%[7.66 µM],0%
COc1cc2cc[n+](Cc3ccc([N+](=O)[O-])cc3)cc2cc1OC,-17%,-3,-1.1%,1%,11%,4%,-3%,-27%,30%,-11%
COc1ccc(OC)c(C(C(=O)NCc2ccco2)N(C(=O)Cn2nnc3ccccc32)C(C)C)c1 (stereo not given),12%,2,-0.9%,-2%,-2%,-1%,-3%,-22%,1%,1%
Cc1ccc(NC(=O)CSc2nc3ccccc3c3nc(CCn4cncc4C)nn23)c(C)c1,4%,-1,-0.9%,6%,-4%,2%[46.1 µM],1%,-9%,10%,8%
CC(C)CN(C(=O)c1ccco1)c1nc2ccccc2s1,?,-7,0.2%,2%,27%,4%,0%,0%,5%,3%
CNC(=S)/N=C(\Nc1ccc(C)cc1)c1ccccc1,-1%,27,0.1%,13%,9%,-5%,2%,8%,11%,·
CCOCCCNC(=O)Cc1cc(=O)[nH]c(=O)[nH]1,-1%,-1,0.0%,8%,14%,0%,-3%,-7%,-8%,7%
C#CC[N+](C)(C)CCN1C(=O)C2C(c3ccccc3)C=CC(c3ccccc3)C2C1=O (stereo not given),4%,5,0.0%,-1%,3%,0%,-4%,-5%,19%,-1%
N/C(=N\OS(=O)(=O)c1ccc2ccccc2c1)c1cccnc1,-1%,1,-0.4%,-3%,5%,-2%,-1%,-17%,0%,8%
Cc1ccc(S(=O)(=O)NCC(=O)OCC(=O)Nc2cccc(S(=O)(=O)N3CCOCC3)c2)cc1,-3%,·,-0.2%,-2%,·,-1%,0%,1%,11%,25%
CC1(C)NC(=O)N(CC(=O)OCC(=O)NC(=O)c2ccccc2)C1=O,-2%,-2,-0.5%,3%,·,-1%,-7%,7%,-6%,12%
COc1ccccc1NS(=O)(=O)c1cccc(C(=O)N/N=C/c2ccc(OCC(=O)O)cc2)c1,-2%,1,0.0%,1%,-2%,-3%,1%,9%,8%,18%
Cc1cc(C(=O)NCCC(C)C)c2ccccc2n1,7%,1,0.1%,6%,-9%,-3%,4%,-32%,4%,-3%
COc1ccc(CCNC(=O)NS(=O)(=O)c2ccc(C)cc2)cc1OC,20%,0,-0.5%,-2%,-4%,-153%,-1%,-2%,-1%,?
CN(CC(=O)Nc1ccc(N2CCOCC2)cc1)C(=O)CC(c1ccccc1)c1ccccc1,-1%,-1,0.2%,-3%,-5%,·,0%,-25%,-7%,-18%
O=Cc1c(NCCN2CCOCC2)c2ccccc2[nH]c1=O,0%,-9,0.1%,-6%,2%,4%,-4%,14%,2%,5%
CN(CCc1ccccc1)C(=O)c1ccc(NC(=O)Cc2ccc(NC(=O)C3CCN(C(=O)C4CC4)CC3)cc2)cc1,·,·,·,·,·,-4%,1%,-3%,0%,·
CCOC(=O)CC1(C)NC(C(=O)O)C(C)(C)S1 (stereo not given),·,·,·,·,·,14%,-1%,-5%,-27%,·
Cc1c(-c2ccccc2)n[nH]c1C(=O)N=Nc1c(O)[nH]c2ccccc12,-4%,-1,-0.5%,3%,-3%,5%,-1%,31%,1%,?
COc1ccc(-c2cnc(OC(C)(C)C)nc2OC(C)(C)C)cc1OC,?,9,-0.2%,-7%,0%,·,-11%,-30%,-41%,-15%
Cn1c(=O)c2c(ncn2CC(=O)NC[C@H]2O[C@@H](n3cnc4c(N)ncnc43)[C@H](O)[C@@H]2O)n(C)c1=O,-3%,·,0.6%,-10%,·,-3%[46.1 µM],1%,12%,19%,11%
CCOC(=O)NC(NCC(O)c1ccccc1)(C(F)(F)F)C(F)(F)F (stereo not given),4%,-2,0.1%,8%,-2%,-5%,-2%,5%,13%,0%
Nc1nnc(SCC(=O)N2CCN(c3ccccc3)CC2)n1-c1ccccc1,4%,-1,-0.3%,?,7%,1%,-2%,8%,11%,0%
COC(=O)c1ccc(CSc2ccc3nnc(-c4ccc(OC)cc4)n3n2)o1,-2%,4,0.0%,0%,3%,·,·,·,·,18%
CC1CCC(NC(=O)Cn2c3c(c(-c4ccccc4Cl)cc2=O)CCC3)CC1 (stereo not given),-8%,22,0.2%,-7%,-1%,10%,-3%,-11%,-25%,?
CCCN1CC(=O)N2C(c3cccc(OC)c3OC)c3[nH]c4ccccc4c3C[C@H]2C1=O (stereo not given in full),23%,11,-0.6%,-12%,-15%,-3%,-4%,5%,12%,9%

# Results in TCR act, for some of the entries so far:
SMILES | TCR act
CN(CCc1ccccc1)C(=O)c1ccc(NC(=O)Cc2ccc(NC(=O)C3CCN(C(=O)C4CC4)CC3)cc2)cc1 | -4%
CCOC(=O)CC1(C)NC(C(=O)O)C(C)(C)S1 (stereo not given) | 14%
